# IEC-6 tox = counter-screen for KLF5 inhibitors: cytotoxicity in IEC-6 cells | IEC-6 cytotoxicity, luminescence viability | inhibition, % at 5 µM | actives 0.78% (n = 290,000); in the data active = inhibition above about 22%;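 also: 0% = plate median of test compound wells and 100% = cytotoxic reference compound wells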
# Platelet DG rel = platelet dense granule release activity. human platelet-rich plasma, SFLLRN dense granule ATP release, luminescence. inhibition, %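 (compounds screened at 7.5 µM in platelet-rich plasma)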. actives 0.22% (n = 300,000). AID 1663;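 active = mean replicate score, as percent of positive control, at or above 50; inconclusive = mean below 50 but at least one replicate at or above 50; inactive = mean and every replicate below 50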
# HSP90 refold inh = blocks HSP90-mediated luciferase refolding in reticulocyte lysate. Rabbit reticulocyte lysate, luciferase refolding luminescence, 3 h. inhibition, % at 5.6 µM. actives 0.91% (n = 290,000);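 active = inhibition above the screen-wide mean plus 3 SD, computed separately per campaign, cut at about 16% in these data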;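 also: 0% = DMSO wells and 100% = 60 µM geldanamycin wells; inhibitors lower the luminescence because luciferase stays unfolded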
# KLF5 inh = inhibitors of KLF5 expression | actives 0.23% (n = 290,000) | DLD-1 KLF5 promoter-luciferase reporter, luminescence | AID 1700 | inhibition, % at 5 µM;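 active = inhibition above a per-plate limit of that plate's mean compound inhibition plus 3 SD, cut at about 60% in these data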;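 also: 0% = DMSO wells and 100% = LY294002 at 200 µM; higher means less KLF5 promoter-driven luciferase light; inactives centre near -14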
# AI-2 QS mod = Vibrio harveyi AI-2 quorum sensing modulation; actives 0.4% (n = 300,000); Vibrio harveyi JMH597 AI-2 luminescence/OD600 ratio, 9 h; stronger effect = lower value; strain lacks LuxN and CqsS sensors; 0 = neutral-control median; activity change, % at 7.5 µM; AID 2094; in the data active = activity change below about -75%, passing the limit was not always enough; inconclusive = no clear call, values can overlap the other calls;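 also: luminescence divided by OD600 gain over 9 h not by final OD600 alone; inactives centre near 13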
# aSyn 5UTR inh = 5' untranslated region of α-synuclein, MLPCN primary screen; actives 0.82% (n = 300,000); AID 1813; inhibition, % (tested at 7.5 µM); alpha-synuclein 5'UTR reporter, inhibitor activity; in the data active = inhibition above about 60%; inconclusive = no clear call, values can overlap the other calls;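 also: H4 neuroglioblastoma cells stably carrying SNCA 5'UTR luciferase fusion; 0% = DMSO wells and 100% = positive control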
# HIF activator = HIF pathway transcriptional activation; activation, % at 7.5 µM (by protocol); AID 1910; U2OS HRE-luciferase reporter, luminescence; normalized: DMSO 0%, desferrioxamine 100%; actives 0.32% (n = 300,000);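 active = mean activation of at least 10% of the iron chelator positive control signal, with at least half of replicates also reaching 10%; inconclusive = mean and replicate majority disagree about reaching 10%; inactive = mean and most replicates under 10%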
# HSF1 activator = increases HSF-1 driven luciferase reporter signal. NIH3T3-HGL HSF-1 luciferase reporter, MG132, 8 h; 100% = twice DMSO control signal. activation, % at 9 µM. actives 1.7% (n = 300,000);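 active = mean replicate activation of at least 50% with a set share of replicates each reaching 50%; inconclusive = only one of those two conditions met; inactive = mean below 50% and too few replicates reaching it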;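 also: 0% = median of the neutral control wells and 100% = twice that signal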
# HSF1 inhib = HSF1 inhibition; NIH3T3-HGL HSE-luciferase, MG132-induced, luminescence 8 h; stronger effect = lower value; activity change, negative = inhibition, % at 7.5 µM (by protocol); actives 0.77% (n = 300,000); AID 2098;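 active = more than half of replicate wells show activity change below -50%, luminescence cut by over half; inconclusive = some wells, but at most half, below -50%; inactive = no replicate well below -50%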;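 also: luciferase reports HSF-1 transcriptional activity via heat shock element; 0% = median of DMSO wells and -100% = zero luminescence signal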
# HDAC3 inh = inhibitors of human histone deacetylase 3; O15379; recombinant HDAC3, fluorogenic peptide/trypsin coupled, fluorescence; inhibition, % at 8.3 µM; actives 0.15% (n = 320,000); AID 2718; in the data active = inhibition above about 26%, passing the limit was not always enough; inconclusive = no clear call, values can overlap the other calls
# Target sequence (O15379 whole entry, looked up): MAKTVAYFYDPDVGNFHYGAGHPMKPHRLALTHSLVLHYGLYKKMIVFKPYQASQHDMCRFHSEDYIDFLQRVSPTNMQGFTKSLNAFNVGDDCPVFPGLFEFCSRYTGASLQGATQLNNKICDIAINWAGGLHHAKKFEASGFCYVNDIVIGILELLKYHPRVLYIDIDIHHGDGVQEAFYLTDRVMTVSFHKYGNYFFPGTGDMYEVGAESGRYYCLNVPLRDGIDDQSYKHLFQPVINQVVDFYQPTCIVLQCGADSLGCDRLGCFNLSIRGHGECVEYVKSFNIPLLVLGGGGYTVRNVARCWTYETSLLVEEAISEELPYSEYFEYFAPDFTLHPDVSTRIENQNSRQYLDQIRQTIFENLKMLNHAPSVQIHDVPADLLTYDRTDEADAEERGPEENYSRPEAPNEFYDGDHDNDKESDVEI
# An asterisk follows results filed as active; ? = inconclusive; nt = no result given.
Molecule,HSP90 refold inh,aSyn 5UTR inh,HSF1 inhib,AI-2 QS mod,KLF5 inh,IEC-6 tox,HSF1 activator,HDAC3 inh,Platelet DG rel,HIF activator
COc1ccc(C2=NC(C)(C)Cc3cc(OC)c(OC)cc32)cc1,4.3,15.7,-24.1,4.3,-25.4,3.2,-40.7,2.1,2.9,0.7
O=C(COC(=O)c1cccnc1Cl)Nc1cccc(S(=O)(=O)N2CCCCC2)c1,-2.0,5.4,-1.6,10.8,-18.5,1.3,1.9,-0.9,-3.2,-0.1
Cc1ccc(NC(=O)C2CCN(c3ncnc4sc(C)c(C)c34)CC2)cc1S(=O)(=O)N(C)C,nt,19.1,-0.7,37.0,nt,nt,-22.7,-0.2,-34.5,0.2
O=S(=O)(c1ccc(F)cc1)N1CCC(c2nc3ccccc3[nH]2)CC1,3.1,-2.0,-2.2,-6.0,-1.4,7.5,2.5,0.1,0.8,-0.1
CC(NC(=O)Cc1ccccc1)c1cc2c(cc1Br)OCCCO2 (centres undefined),-4.1,-2.8,8.8,22.5,-2.8,-3.6,16.2,0.4,-6.9,-0.2
CCc1ccc(Nc2nnc(SCC(=O)Nc3cccc(S(=O)(=O)NC4=NCCCCC4)c3)s2)cc1,6.0,-147.2,26.0,31.5,-36.9,5.5,54.6*,11.2,-7.7,1.5
COc1ccc(/C=N/NC(=O)Cn2cnc3ccccc3c2=O)cc1,-2.7,4.8,0.5,-66.8,2.5,-5.5,-23.4,-4.3,1.0,0.3
C=CCSc1nc2sc3c(c2c(=O)n1CC)CCc1ccccc1-3,0.2,9.8,1.5,8.3,-19.4,-0.5,9.9,1.1,7.6,-0.2
COc1ccccc1C1N(c2ccc(F)cc2)C(=O)C2CCCN21 (centres undefined),4.4,-0.6,-5.8,24.5,-6.1,1.2,-2.8,-1.2,-4.5,-0.3
O=[N+]([O-])c1ccc(-c2ccc(S(=O)(=O)N3CCOCC3)cc2)cc1,6.1,-11.7,-5.2,-3.6,-2.6,3.5,1.3,-1.9,-4.4,0.7
O=C(Cn1ncc(Cl)c(Cl)c1=O)NC1CCS(=O)(=O)C1 (centres undefined),12.9,-15.9,nt,-6.8,-11.3,-4.5,nt,-3.1,-2.5,nt
CCCCc1cc(=O)oc2c(C)c(OCC(=O)N3CCC(C(=O)O)(c4ccccc4)CC3)ccc12,-1.8,29.3,7.0,15.7,-12.6,1.5,4.4,-7.6,6.5,-0.3
O=C(O)CCN=C1CCc2ccccc2N1,-1.4,17.8,-6.8,7.9,-16.4,-1.4,-6.8,1.9,0.2,0.2
C=CCn1c(O)c2ccc(C(=O)N=NC(=O)COc3ccccc3F)cc2c1O,nt,-2.7,4.5,12.4,nt,nt,12.4,-3.2,-9.1,-0.6
CC1=C([N+](=O)[O-])C(c2ccc(O)c(O)c2)NC(=O)N1 (centres undefined),-1.7,-18.1,-2.1,13.2,-48.5,-5.9,-2.5,nt,9.0,1.3
O=C(c1cc2c([nH]c1=O)CCCC2)N1CCc2c([nH]c3ccccc23)C1c1ccccc1F (centres undefined),0.6,-5.6,2.3,20.8,-2.2,-1.0,-2.9,2.7,12.2,-0.1
Cc1cc(C)n(C(=O)C(C)n2nc([N+](=O)[O-])c(Br)c2C)n1 (centres undefined),5.0,8.5,2.3,0.4,20.0,-0.5,-1.8,7.9,10.5,0.3
CC(=O)N1N=C(c2ccccc2)CC1c1ccccc1 (centres undefined),1.3,-3.5,8.5,12.2,0.3,6.4,-1.5,4.8,-0.1,0.9
CCN(CC(=O)Nc1ccc(NC(C)=O)cc1)C(=O)CCCOc1ccc(C(C)(C)C)cc1,nt,-22.9,8.3,2.0,nt,nt,-12.7,2.9,6.4,0.8
O=C1C(=O)N(Cc2cccnc2)C(c2cccc([N+](=O)[O-])c2)/C1=C(\O)c1ccc2c(c1)OCCO2 (centres undefined),-3.8,1.0,5.7,17.4,-7.5,2.0,-0.6,10.0,0.3,-0.1
COc1ccc(C(C)(C)C)cc1NC(=O)C1C2C=CC(C2)C1C(=O)O (centres undefined),0.3,-20.8,-1.9,28.0,-41.6,-4.0,3.6,4.8,2.5,-0.3
O=[N+]([O-])c1cc([N+](=O)[O-])c(N2CCCCCC2)cc1NCCO,0.6,19.9,-6.8,31.6,13.7,-0.1,-14.5,8.7,-9.5,-0.4
O=C(NCC(=O)N1CCCC1)c1ccc(Cl)cc1,-0.2,-15.3,-4.5,16.7,-37.0,-7.1,8.4,3.3,0.2,0.0
CCOC(=O)COc1ccsc1C(=O)OC,0.7,20.5,-0.3,18.5,31.9,-3.1,-7.7,-5.3,1.1,0.1
CC(=O)c1ccc(-n2c(CCC(=O)O)ccc2-c2ccc(Br)cc2)cc1,-0.1,2.2,-4.2,9.8,11.5,-2.9,10.5,8.9,0.3,0.9
CC(C(=O)N1CCN(Cc2ccccc2)CC1)n1ncn2cccc2c1=O (centres undefined),-2.9,-7.9,-4.9,11.2,-26.8,5.9,-2.4,5.0,6.7,0.1
Cc1ccc(S(=O)(=O)N(C)c2ccccc2C(=O)Nc2c(F)cccc2F)cc1,2.2,6.7,1.0,9.6,-9.2,-0.8,11.8,-2.8,1.0,0.8
Cn1nccc1/C=N\NC(=O)c1ccc(Cl)cc1,3.7,-8.6,2.8,-2.3,-30.2,3.5,10.0,-5.5,-12.7,0.2
CC(C)(C)NC(=O)NC(=O)CSc1ncccn1,0.7,26.8,3.5,16.8,-2.4,4.4,-13.8,0.0,1.6,0.4
COc1ccc(NC(=O)C2CCC(C(C)(C)C)CC2)cc1S(=O)(=O)N1CCCCC1 (centres undefined),3.4,-5.5,2.0,12.3,5.2,-7.7,0.2,nt,-2.8,-0.4

# (listing goes on)
Molecule,HSP90 refold inh,aSyn 5UTR inh,HSF1 inhib,AI-2 QS mod,KLF5 inh,IEC-6 tox,HSF1 activator,HDAC3 inh,Platelet DG rel,HIF activator
Cc1ccc(OCC(=O)Nc2ccc(C(N)=O)cc2)cc1,0.0,-4.8,-4.5,12.3,-20.7,-4.6,6.3,1.5,-8.5,-0.2
Cc1ccc(C)c(NC(=S)NNC(=O)c2cc3c(s2)CCC(C)C3)c1 (centres undefined),1.7,5.8,-1.2,11.6,-30.8,7.5,-3.4,5.3,-0.1,0.0
CCN1CCSc2ccc(C(=O)NCc3cccc(Br)c3)cc21,-3.2,-16.9,78.2,14.8,-7.3,-0.2,121.4*,-30.0,-0.9,1.1
COc1ccc(C(=O)NCC(C)NC(=O)c2ccc(OC)c(OC)c2)cc1OC (centres undefined),nt,22.5,-0.1,10.4,nt,nt,-7.4,1.4,1.1,0.1
CC(=O)c1ccc(-c2ccc([C@H]3[C@@H]4C=CCC[C@@]4(C)C(=O)N3Cc3ccccc3)c(F)c2)cc1,nt,18.2,-23.8,11.1,nt,nt,-26.4,9.4,-1.0,-0.4
CN(CC(=O)Nc1ccc(F)cc1)C(=O)COc1ccccc1Cc1ccccc1,nt,10.7,8.5,nt,nt,nt,15.8,-1.8,-3.3,-0.2
COc1ccc(-n2nc(C(=O)NCC(=O)N3CCCCC3)c3ccccc3c2=O)c(OC)c1,3.5,-31.3,1.3,23.7,-23.4,10.9,10.0,1.2,5.8,0.6
Cc1cc(C(=O)N/N=C/c2ccc(-c3cccc(Cl)c3)o2)n[nH]1,1.7,-23.3,7.1,25.3,-10.7,-0.3,40.0,-20.8,-32.9,-0.8
Cc1nc(N2CCOCC2)c2c3c(sc2n1)CCC3,-5.4,14.5,4.4,20.3,-9.1,-13.7,12.6,-3.0,-2.2,-0.5
COc1ccc(CNc2nc3nc(-c4ccccc4)cc(=O)n3[nH]2)cc1OC,5.9,-2.0,-12.4,18.9,12.3,-2.2,-32.3,-3.4,5.1,-0.2
Cc1ccc(NCC(=O)Nc2ccc(Br)cc2)cc1F,0.0,-77.2,34.9,4.2,-5.1,-4.6,47.6,0.6,-3.3,1.5
Cc1cc(C)nc(N2CCC(C(=O)N3CCN(c4cc(Cl)ccc4C)CC3)CC2)n1,-0.7,16.3,8.6,16.7,-15.9,-4.9,-17.7,-0.6,-3.7,-0.1
Cn1c(=O)oc2cc(S(=O)(=O)NCCC(=O)NCc3ccccc3Cl)ccc21,-1.9,14.3,2.5,2.2,-34.7,0.7,-3.7,1.5,-0.2,0.3
C=CCN(CC=C)C(=O)CN1C(=O)NC(Cc2c[nH]c3ccccc23)C1=O (centres undefined),2.4,0.0,-6.0,0.9,7.5,4.2,-18.0,-0.9,-1.2,-0.6
CCOC(=O)CSc1nc2ccccc2n1CC(=O)N(C(C)C)C(C)C,2.6,13.7,-22.4,27.8,-2.7,7.7,-39.8,-0.7,-0.1,-0.5
CC(C)c1ccccc1NC(=S)N1CCN(S(=O)(=O)c2cccs2)CC1,-2.3,6.2,-2.7,10.4,-5.3,-1.1,6.8,-1.6,6.5,0.3
Cc1ccccc1SCC(=O)NC1CCOC1=O (centres undefined),1.4,22.6,-0.4,8.1,-3.5,0.8,8.4,-10.8,1.5,-0.5
COc1ccc(C(C(=O)NC2CCCCC2)N(C(=O)c2sc(C)nc2C)c2ccc(C(C)=O)cc2)cc1 (centres undefined),-0.4,19.6,5.5,15.1,-4.5,-5.0,10.4,-4.0,3.1,-0.5
O=S1(=O)NC(=NCCc2ccccn2)c2ccccc21,2.1,2.8,-5.2,13.1,-17.2,-4.3,4.7,-5.8,-0.7,-0.1
O=C(CCCCn1c(=O)[nH]c2ccccc2c1=O)NC1CCN(Cc2ccccc2)CC1,1.2,-26.7,-1.9,-7.8,-11.9,2.8,22.8,-16.3,-11.6,-0.1
COc1ccc(NC(=S)Nc2ccccn2)c(OC)c1,-0.1,-152.7,12.6,2.0,-144.1,5.5,38.0,0.8,5.2,?
CCOCCCNC(=O)c1c(N)n(-c2ccc(S(N)(=O)=O)cc2)c2nc3ccccc3nc12,-1.1,21.6,5.0,19.3,-28.3,-7.1,14.7,-10.1,-24.2,-0.1
CCOC(=O)Cn1cnc2c(cnn2-c2ccc(OC)cc2)c1=O,-4.3,-53.9,-35.3,11.5,-68.6,0.9,-44.4,1.0,7.0,2.1
COc1ccc(C(=O)Nc2ccc(OCC(=O)N3CCOCC3)cc2)c(OC)c1OC,7.7,-13.7,-2.6,-1.8,9.8,4.0,9.5,-0.2,-5.6,-0.2
O=C(Nc1ncn[nH]1)C(F)(F)C(F)F,-2.1,15.2,-9.3,31.1,-39.5,-2.4,-10.0,0.3,-10.5,-0.1
O=[N+]([O-])c1ccc(N2CCN(Cc3ccc4c(c3)OCO4)CC2)nc1,-3.8,2.7,?,11.9,-13.4,-8.0,-60.8,4.1,-6.6,-2.6
Fc1ccc(Nc2nc(Oc3ccccc3F)nc(N3CCCC3)n2)cc1,2.0,32.9,2.0,26.1,-17.7,1.6,5.0,-2.5,4.9,-0.3
CCOc1ccccc1N(CC(=O)N1CCc2ccccc2C1)S(C)(=O)=O,-3.2,1.3,5.2,14.2,-14.0,8.1,4.5,-7.0,-2.9,-0.5
